USP2a block: blocks human ubiquitin-specific protease USP2a | Potency, µM (top dose mostly 38.3 µM), without a hit: top-dose activity change, negative = inhibition, most hits filed as inhibitors | AID 463254 | USP2 core, Ub-CHOP2 coupled fluorogenic reporter, 485/531 | 0.01% of 330,000 active | O75604;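 also: potency is read from the fitted curve at half-maximal effect; plate controls were DMSO wells for no effect and full inhibition by NEM control for full effect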
Target sequence (O75604 whole entry, looked up): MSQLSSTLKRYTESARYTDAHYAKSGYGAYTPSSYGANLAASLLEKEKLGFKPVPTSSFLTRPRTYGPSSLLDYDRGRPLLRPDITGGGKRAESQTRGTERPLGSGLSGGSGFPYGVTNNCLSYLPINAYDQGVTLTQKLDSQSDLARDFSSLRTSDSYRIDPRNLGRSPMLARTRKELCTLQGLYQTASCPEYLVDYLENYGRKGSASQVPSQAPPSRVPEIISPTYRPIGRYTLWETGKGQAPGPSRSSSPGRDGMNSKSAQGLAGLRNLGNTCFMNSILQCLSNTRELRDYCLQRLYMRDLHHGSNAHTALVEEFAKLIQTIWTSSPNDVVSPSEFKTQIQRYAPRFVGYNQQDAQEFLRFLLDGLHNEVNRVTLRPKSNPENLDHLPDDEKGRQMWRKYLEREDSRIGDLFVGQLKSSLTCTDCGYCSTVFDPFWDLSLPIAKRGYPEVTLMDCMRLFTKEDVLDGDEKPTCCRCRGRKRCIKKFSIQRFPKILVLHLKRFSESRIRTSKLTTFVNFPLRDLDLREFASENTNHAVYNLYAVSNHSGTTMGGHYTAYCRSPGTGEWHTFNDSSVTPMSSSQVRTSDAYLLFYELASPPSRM
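USP2 core (10nM final) preincubated 30min RT with compound in 20mM Tris-HCl pH 8.0, 2mM CaCl2, 2mM beta-mercaptoethanol, 0.05% CHAPS; 25nM Ub-CHOP2 plus 25nM reporter substrate added, fluorescence (Ex485/Em531) read after 60min.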
B2AR arrestin: beta2AR (human) beta-arrestin recruitment activity; P07550; beta-arrestin recruitment to beta2AR, cell-based reporter; Potency, µM (highest dose often 46.1 µM), without a hit: at the highest dose activation, hits mostly activators; 0.02% of 330,000 active;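 also: potency is read from the fitted curve at half-maximal effect; 0% = DMSO controls and full agonism = EC100 isoproterenol or metaproterenol; nearly all actives have a fitted effect of over 65% in size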
ELG1 genotoxic: inducers of genotoxicity in HEK293T ELG1-luciferase cells; HEK293T ELG1-luciferase reporter, luminescence, 16 h; Potency, µM (titrated, usually from 46 µM), without a hit: top-dose activity change, positive = activation, hits mostly activators; 1.3% of 330,000 active; also: potency is read from the fitted curve at half-maximal effect; % of control where 0% means no effect; nearly all actives have a fitted effect of over 60% in size
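After overnight (16 hr) compound treatment at 37 °C, ELG1-luciferase HEK293T cells were lysed with ONE-Glo; luminescence quantified 30 min later at room temperature.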
S-ASM inh: blocks human secretory acid sphingomyelinase | P17405 | placental ASM, HMU-PC fluorogenic substrate, 60 min | Potency, µM (series often up to 57.5 µM), for inactives: at the highest dose activity change, negative = inhibition, most hits filed as inhibitors | 0.006% of 340,000 active | AID 504937; also: potency is read from the fitted curve at half-maximal effect
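qHTS format. ASM enzyme prepared from human placenta hydrolyses the fluorogenic substrate HMU-PC0 (9 uM final) over 60 min at 37 °C after a 10 min compound preincubation.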
uPA surface inh: inhibitors of cell surface uPA generation. 0.31% of 330,000 active. Potency, µM (doses to about 38.3 µM), for inactives: at the highest dose activity change, negative = inhibition, most hits filed as inhibitors. cell surface uPA generation assay, qHTS; active = well fitted inhibition curve with a large enough effect; inconclusive = small, poorly fitted or top-dose-only effect; inactive = no such curve, though single readings can be large or run the other way; tested in mouse RAW 264.7 cells; also: potency is read from the fitted curve at half-maximal effect; % is scaled to controls: 0 for no effect and ±100 for the full control effect; nearly all actives have a fitted effect of over 55% in size
Eya2 phos inh: Eya2 (human) phosphatase inhibition; O00167; recombinant Eya2, OMFP fluorescence dephosphorylation (OMFP is methylfluorescein phosphate); Potency, µM (series often up to 76.9 µM), without a hit: at the top dose activity, negative = inhibition, actives largely listed as inhibitors; 0.006% of 330,000 active; AID 488837; also: potency is read from the fitted curve at half-maximal effect; % is scaled to controls: 0 for no effect and ±100 for the full control effect
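Eya2 (0.2 uM) preincubated 10 min at ambient with compound, then OMFP substrate added at 50 uM; 10 min reaction in 50 mM HEPES pH 7.5, 50 mM NaCl, 5 uM MgCl2, 0.05% BSA, 1 mM DTT. Fluorescence read at Ex 485/Em 525 nm.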
BRCA1 expr up: BRCA1 expression activation; Potency, µM (top dose mostly 46.1 µM), for the others: top-dose activation, hits mostly activators; MCF7-BRCA1-FFLuc reporter, luminescence, 48 h; response scale: scaled: vehicle 0%, 10 µM genistein 100%; 1.1% of 380,000 active; also: potency is read from the fitted curve at half-maximal effect; nearly all actives have a fitted effect of over 80% in size; some results filed as inactive show a strong effect at the top dose
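MCF7-BRCA1-FFLuc cells, 2000/well in phenol-red-free MEM, attached 2 h then treated 48 h at 37 C. Luciferase luminescence read 15 min after reagent; normalized to genistein maximum activation (10microM) and DMSO, concentration-response fitted.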
p53 reactivation: restores transcriptional activity of mutant p53 | H1299 p53-A138V BP100-luciferase reporter, luminescence, 24 h | Potency, µM (titrated, usually from 92.2 µM), for inactives: at the top dose activity change, positive = activation, hits mostly activators | 0.063% of 320,000 active; also: potency is read from the fitted curve at half-maximal effect; % of control where 0% means no effect; nearly all actives have a fitted effect of over 45% in size
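p53-null H1299 cells stably carrying temperature-sensitive p53-A138V and a BP100-luciferase reporter were pinned with compounds (4-point, 1:5 series) and held 24 hrs at 37 deg C. Luminescence was read 10 min after detection reagent.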
TSG101-PTAP inh: blocks PTAP/TSG101 interaction to inhibit HIV-1 budding; Q99816; Fluorescence polarization, FITC-PTAP peptide / Tsg101 binding; Potency, µM (series often up to 115 µM), without a hit: at the highest dose activity change, negative = inhibition, most hits filed as inhibitors; 340,000 tested, under 10 active; AID 493005; active = well fitted inhibition curve with a large enough effect in the main read-out, with a control signal flat, not every such curve was filed as active; inconclusive = small, poorly fitted or top-dose-only effect, or effect the other way, or a change in a side signal; inactive = no such curve, though single readings can be large or run the other way; also: potency is read from the fitted curve at half-maximal effect; % of control where 0% means no effect
Target sequence (Q99816 whole entry, looked up): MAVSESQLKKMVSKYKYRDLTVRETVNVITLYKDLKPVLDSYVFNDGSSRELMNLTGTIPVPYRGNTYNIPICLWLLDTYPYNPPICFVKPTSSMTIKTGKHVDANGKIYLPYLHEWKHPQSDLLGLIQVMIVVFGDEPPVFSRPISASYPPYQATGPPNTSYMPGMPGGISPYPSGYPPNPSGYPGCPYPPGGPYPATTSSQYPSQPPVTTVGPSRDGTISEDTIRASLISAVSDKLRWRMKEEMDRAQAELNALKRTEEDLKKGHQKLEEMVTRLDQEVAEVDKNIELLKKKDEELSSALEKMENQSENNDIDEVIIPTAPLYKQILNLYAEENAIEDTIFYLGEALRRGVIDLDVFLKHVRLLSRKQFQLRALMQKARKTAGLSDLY
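Tsg101 binding domain (10 uM final) was mixed with compound and a FITC-labeled PTAP peptide (50 nM final) in HEPES pH 7.5 buffer with NaCl, Tween 20, EDTA and TCEP; fluorescence polarization was read after 20 min at r.t.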
Integrin act MD: integrin-mediated muscular dystrophy alleviation activation; AID 624291; Potency, µM (series often up to 38.3 µM), inactives show at the highest dose activation, most hits filed as activators; alpha7betagal myoblasts, beta-gal FDG fluorescence, 48 h; 0.064% of 350,000 active;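 also: potency is read from the fitted curve at half-maximal effect; 100% = response of the positive control SU9516; nearly all actives have a fitted effect of over 60% in size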
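alpha7betagal+/- myoblasts (passage 13, 250/well) treated 48 h at 37C with compounds at 1:260 dilution of DMSO stock. Lysed, then beta-galactosidase activity read as FDG fluorescence (ex 480/em 540) after 30 min, with pre-read for autofluorescence.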
TRPV1 ag: agonists of human vanilloid receptor 1 (TRPV1); Q8NER1; TRPV1-expressing cells, Fluo-8 calcium influx, agonist mode; activation, % at 8.33 µM; 0.19% of 320,000 active; in the data active = activation above about 80%; inconclusive = between about 30% and that limit; also: 0% is about no effect
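TRPV1-expressing cells were cultured overnight at 35.5C and loaded with Fluo-8 calcium dye for 40 to 90 min at room temperature. After a 10 s baseline, compound was added and calcium influx was read kinetically for 3 min (ex 480/em 520 nm).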
Active calls of the source: *; ? = inconclusive; . = not tested or not shown; [ ] = remark or other dose. Unless noted, calls follow the shape of the dose curve; as a rule, active = well fitted curve in the direction sought with a large enough effect; inconclusive = small, poorly fitted or top-dose-only effect, or another doubt; inactive = no such curve, though single readings can be large; an effect the other way counts as inactive or inconclusive.

SMILES | USP2a block | B2AR arrestin | ELG1 genotoxic | S-ASM inh | uPA surface inh | Eya2 phos inh | BRCA1 expr up | p53 reactivation | TSG101-PTAP inh | Integrin act MD | TRPV1 ag
O=C(Nc1scc(-c2ccccc2)c1C(=O)O)c1ccccc1F | -0.7% | -3.0% | 6.4% | 0.0% | -2.3% | -22.4% | 61.4% | . | -2.4% | ? | -0.2
CCC(Sc1nc(N)c(NC(=O)c2ccc(Br)o2)c(=O)[nH]1)C(=O)O (stereo unspecified) | 0.4% | -0.1% | 13.1% | 4.1% | 3.5% | -5.5% | -4.2% | -3.7% | -1.2% | 27.6% | -0.1
Cc1ccc(-c2cc(C(=O)NCc3cnn(C)c3)c3cc(Br)ccc3n2)cc1 | 2.6% | -0.5% | ? | 5.5% | 2.4% | -0.6% | -19.1% | 18.3% | -1.2% | -23.9% | ?
COc1cc(/C=N/NC(=O)c2ccccn2)ccc1OC(=O)c1cccs1 | 3.9% | -0.6% | ? | -0.7% | -25.8% | -0.8% | 77.0% | 17.2% | -2.3% | 41.8% | 1.0
COc1ccc(Oc2nc(C)nc3c2oc2ccccc23)cc1 | -6.0% | -0.6% | -12.3% | ? | 1.6% | -4.5% | -69.8% | -1.0% | -2.9% | -18.9% | -2.3
COc1cccc(C(=O)Nc2cccc3ccccc23)c1 | 0.8% | 0.5% | 4.0% | -0.1% | -0.9% | 5.4% | 18.3% | . | 0.0% | 1.3% | 18.7
Cc1ccccc1-c1nc(S(=O)(=O)c2ccccc2)c(NCCCN2CCOCC2)o1 | 1.3% | -0.3% | 1.4% | -6.2% | -3.0% | -1.8% | 2.0% | -3.6% | -1.4% | 14.1% | .
O=C(O)c1ccc(N/N=C/c2ccc(-c3ccc(Cl)cc3Cl)o2)cc1 | 2.1% | -0.6% | ? | 295.9%[activator] | ? | 6.3% | 26.6% | 10.1% | 1.1% | -46.7%[inhibitor] | 0.3
CCNC(=S)NCCN1CCCCC1 | 1.7% | -0.6% | -1.3% | 0.8% | 3.7% | 30.0% | 0.0% | 1.8% | 1.4% | 16.0% | -6.3
COc1ccc(/C=C2/SC(=S)N(NS(=O)(=O)c3ccc(C)cc3)C2=O)cc1 | -10.5% | 0.0% | 1.5% | -24.0% | 0.9% | -4.6% | -37.9% | 2.0% | -1.8% | -11.8% | -1.4
Cc1ccc(NC(=O)CN2C(=O)CCS(=O)(=O)c3ccccc32)cc1Cl | 3.6% | -0.4% | 6.0% | 2.3% | -2.8% | -4.1% | -3.0% | 1.0% | -4.4% | -41.5% | -0.2
O=C(COC(=O)c1ccc(F)c(S(=O)(=O)N2CCOCC2)c1)NC1CCCCC1 | 1.2% | -0.2% | -0.6% | -3.3% | 24.7% | -6.5% | -20.6% | 3.5% | -5.9% | -24.7% | -0.3

Some of the entries so far, with each value named.
Molecule: COc1cc(/C=N/NC(=O)c2ccccn2)ccc1OC(=O)c1cccs1
  USP2a block: 3.9%; B2AR arrestin: -0.6%; ELG1 genotoxic: ?; S-ASM inh: -0.7%; uPA surface inh: -25.8%; Eya2 phos inh: -0.8%; BRCA1 expr up: 77.0%; p53 reactivation: 17.2%; TSG101-PTAP inh: -2.3%; Integrin act MD: 41.8%; TRPV1 ag: 1.0
Molecule: COc1ccc(Oc2nc(C)nc3c2oc2ccccc23)cc1
  USP2a block: -6.0%; B2AR arrestin: -0.6%; ELG1 genotoxic: -12.3%; S-ASM inh: ?; uPA surface inh: 1.6%; Eya2 phos inh: -4.5%; BRCA1 expr up: -69.8%; p53 reactivation: -1.0%; TSG101-PTAP inh: -2.9%; Integrin act MD: -18.9%; TRPV1 ag: -2.3

The results go on:
SMILES | USP2a block | B2AR arrestin | ELG1 genotoxic | S-ASM inh | uPA surface inh | Eya2 phos inh | BRCA1 expr up | p53 reactivation | TSG101-PTAP inh | Integrin act MD | TRPV1 ag
Cc1ccccc1NC(=O)C1CC(Cl)=CCC1C(=O)O (stereo unspecified) | 3.1% | 0.0% | 0.1% | -1.3% | . | 21.3% | 9.9% | -0.1% | -1.7% | -17.6% | 4.9
COc1cc(OC)c(OC)cc1/C=N/NC(=O)c1cccc(S(=O)(=O)N2CCOCC2)c1 | -0.9% | 0.5% | -5.1% | -0.9% | -0.9% | 0.8% | -1.4% | -3.6% | 0.3% | 2.4% | 9.3
COc1ccc(/C=C/c2c(-c3ccc(OC)cc3)sc3ccc(N4CCOCC4)cc23)cc1 | -0.9% | -0.7% | 1.6% | 46.2%[activator] | 16.5% | -3.1% | -39.4% | . | -5.1% | 1.8% | 4.9
N#Cc1ccc(OCc2noc(-c3ccsc3)n2)cc1 | 8.0% | -0.7% | 7.4% | 1.3% | 2.5% | 14.2% | 0.0% | 2.2% | -10.7% | 2.4% | -0.4
O=C(COC(=O)c1cccc(F)c1)Nc1cccnc1Cl | -0.7% | 0.1% | 4.4% | -1.2% | 3.3% | -4.1% | -21.5% | -2.2% | -3.3% | -7.2% | 0.9
CCc1ccccc1N1CN(Cc2ccco2)CNC1=S | 3.5% | 0.1% | -1.8% | -1.4% | 8.6% | -8.3% | -9.1% | -0.5% | -4.4% | 34.3% | -0.6
COCCNC(=O)c1ccccc1-c1nc(-c2ccccc2OC)no1 | 0.5% | -0.1% | 1.6% | 0.7% | 0.0% | 6.9% | -40.5% | 12.2% | -4.2% | 21.0% | -0.5
Cc1ccc(S(=O)(=O)N2CCCCC2)cc1NC(=O)CSc1nnc(C2CC2)n1C | 5.3% | -0.2% | -0.9% | 3.9% | 0.9% | 5.8% | -17.5% | 1.3% | -2.6% | 26.9% | .
O=C(CSc1nc2ncccc2[nH]1)NCc1ccco1 | 0.2% | 0.2% | 0.0% | 4.0% | -5.2% | -5.9% | -2.2% | 9.7% | -5.1% | -3.4% | 4.1
O=C(COC(=O)c1cccc(OC(F)F)c1)Nc1ncccn1 | 1.7% | 0.2% | 0.6% | 3.1% | 4.6% | -3.2% | -6.8% | 1.6% | -1.0% | 26.7% | .
CC(C)N(C(=O)CSc1nnc(NC(=O)c2cccs2)s1)C(C)C | 2.6% | -0.5% | -1.7% | 1.9% | -7.4% | 2.0% | 23.7% | 3.8% | -0.2% | 43.1% | -0.4
CC(C)n1cnc2c(Nc3cccc(F)c3)nc(NCCO)nc21 | 2.2% | -0.2% | 2.2% | 2.3% | -20.2% | -10.2% | ? | 19.8% | 2.3% | -2.7% | 0.0
O=C(NCCNC1CCC(c2ccccc2)CC1)c1ccc(F)cc1 (stereo unspecified) | -1.8% | 0.0% | -5.6% | -1.0% | . | 5.3% | -23.1% | -4.2% | -1.7% | ? | 10.4
Cc1ccc(S(=O)(=O)CC(=O)Nc2nnc(C)s2)cc1 | 4.7% | 0.0% | 0.0% | 2.3% | 1.2% | -3.1% | 1.4% | -5.4% | -2.4% | 0.0% | 3.6
C/C(=N\NC(=O)CCCNc1ccc(C)cc1)c1ccccn1 | 4.2% | -0.9% | 15.4% | 1.7% | -8.3% | 6.3% | -79.2% | 17.6% | -1.7% | -10.0% | 6.2
CCC1CCCCN1C(=O)COc1cccc2c1CCN(C)C2=O (stereo unspecified) | -4.9% | -0.2% | -5.2% | -0.4% | -0.4% | -8.8% | -17.8% | 0.1% | -1.7% | 24.8% | -2.3
CCOC(=O)C1CCN(c2nc3cc(OC)ccc3cc2C#N)CC1 | -6.2% | 0.1% | -3.0% | 146.3%[activator] | 4.8% | -0.9% | -10.7% | -0.8% | -0.9% | -4.1% | ?
CCCOc1ccc(/C=N/NC(=O)CSCc2ccc([N+](=O)[O-])cc2)cc1OCC | 4.4% | -0.4% | -7.0% | -2.7% | -9.2% | 6.1% | -17.0% | -3.1% | -2.6% | -20.8% | -3.7
CCCCn1c(N)c(N(CC(C)C)C(=O)c2ccc(Br)s2)c(=O)[nH]c1=O | 1.9% | -2.3% | -1.5% | 10.3% | 0.2% | 6.1% | -13.9% | -4.4% | 0.6% | -5.8% | 0.5
O=S(=O)(/C=C/c1ccccc1)Oc1ccccc1 | -0.3% | -0.2% | -2.7% | -0.7% | . | 3.0% | -4.3% | 17.3% | -3.7% | -48.8%[inhibitor] | 27.1
CC(=O)N1CCN(S(=O)(=O)c2ccc3c(c2)CCC(=O)N3)CC1 | 0.0% | 5.5% | 5.2% | 5.6% | -15.8% | -30.6% | -20.2% | 1.7% | -0.9% | 9.1% | 0.0
CC(C)c1ccccc1OCCCN1CCCC1 | 0.6% | -1.5% | -3.2% | -4.8% | 0.5% | -10.3% | -5.8% | 7.5% | -7.7% | -22.2% | 1.2
Clc1ccccc1-c1nnc2sc(C3COc4ccccc4O3)nn12 (stereo unspecified) | -1.5% | -0.3% | -2.0% | ? | . | -18.2% | 13.5% | 8.4% | -5.2% | 3.1%[7.66 µM] | ?

Screens: PubChem, National Center for Advancing Translational Sciences (NCATS)
